Bfl-1 Bim block: inhibitors of Bim-Bfl-1 interaction, human; Q16548; Bead-based flow cytometry, Bim-Bfl-1 binding inhibition; inhibition, % at 10 µM; hit rate 0.12% among 190,000; AID 1008;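 further: 0% = wells without compound plus tracer and 100% = blocker peptide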
Mcl1 Noxa PPI: disrupts binding of human Mcl-1 to Noxa peptide; inhibition, % at 21.7 µM; Q07820; TR-FRET Mcl-1/Noxa peptide binding, 2 h; hit rate 1.5% among 220,000;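 active means compounds that cut the protein-peptide binding signal by more than 50% relative to plate controls in a single-dose test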;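 further: His-tagged Mcl-1 with rhodamine Noxa BH3 peptide and terbium anti-His antibody; 0% = Mcl-1 plus Noxa peptide wells and 100% = peptide-only wells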
RGS7-Gao: human RGS7-Galphao interaction regulation. Multiplexed bead flow cytometry, RGS7-Galphao binding; actives lie on both sides. hit rate 0.35% among 220,000. AID 1439. binding response (% of control), % at 10 µM; in the data active means binding response below about 49% or above about 150%; inconclusive means no clear call, values can overlap the other calls; inactive means in between;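 further: fluorescent Galphao held in activated GDP-AlF4 state binding bead-coupled RGS7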
RGS4-Gao reg: modulates binding of RGS4 to human Galphao; Multiplexed bead flow cytometry; actives lie on both sides; binding response (% of control), % at 10 µM; hit rate 0.33% among 220,000; AID 1415; in the data active means binding response below about 49% or above about 150%; inactive means in between;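 further: fluorescent Galphao activated with aluminum fluoride binding bead-coupled RGS4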
Bim-Bcl-B: inhibitors of Bim-Bcl-B interaction, human; bead-based flow cytometry, Bim peptide-Bcl-B binding; inhibition, % at 10 µM; hit rate 0.073% among 190,000; AID 951;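 further: 0% = tracer peptide without compound and 100% = reference inhibitor peptide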
Target sequence (Q9HD36 whole entry, looked up): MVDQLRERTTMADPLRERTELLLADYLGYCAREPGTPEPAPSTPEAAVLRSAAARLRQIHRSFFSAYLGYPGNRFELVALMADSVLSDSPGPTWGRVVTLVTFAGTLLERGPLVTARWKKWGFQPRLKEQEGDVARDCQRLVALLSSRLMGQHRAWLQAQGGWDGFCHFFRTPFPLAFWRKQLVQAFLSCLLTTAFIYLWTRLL
Mcl1 Bid PPI: disrupts binding of human Mcl-1 to Bid peptide | Q07820 | TR-FRET Mcl-1/Bid-Dy647 peptide binding, 1536-well | inhibition, % at 21.7 µM | hit rate 0.97% among 220,000;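 active means compounds that cut the binding signal by more than half at the single screening dose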;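 further: His-tagged Mcl-1 with europium anti-His antibody binding Bid BH3 peptide; 0% = Mcl-1 plus peptide wells and 100% = peptide-only wells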
Bcl-XL Bim block: human Bim-Bcl-XL interaction inhibition; hit rate 0.04% among 190,000; inhibition, % at 10 µM; Q07817; AID 1007; Bim peptide-Bcl-XL binding, bead flow cytometry, fluorescence
Target sequence (Q07817 whole entry, looked up): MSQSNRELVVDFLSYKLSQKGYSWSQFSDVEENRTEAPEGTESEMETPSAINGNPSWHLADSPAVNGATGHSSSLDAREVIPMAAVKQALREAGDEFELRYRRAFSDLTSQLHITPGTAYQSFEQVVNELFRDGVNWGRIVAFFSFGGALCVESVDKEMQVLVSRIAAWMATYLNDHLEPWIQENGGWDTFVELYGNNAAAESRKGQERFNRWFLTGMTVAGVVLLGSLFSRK
Bim-Bcl-2: inhibitors of Bim-Bcl-2 interaction, human; P10415; Bead-based flow cytometry, Bim peptide-Bcl-2 binding; inhibition, % at 10 µM; hit rate 0.06% among 190,000; AID 950; in the data active means inhibition above about 40%; inconclusive means no clear call, values can overlap the other calls;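 further: 0% = no compound wells with probe peptide and 100% = reference peptide inhibitor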
Target sequence (P10415 whole entry, looked up): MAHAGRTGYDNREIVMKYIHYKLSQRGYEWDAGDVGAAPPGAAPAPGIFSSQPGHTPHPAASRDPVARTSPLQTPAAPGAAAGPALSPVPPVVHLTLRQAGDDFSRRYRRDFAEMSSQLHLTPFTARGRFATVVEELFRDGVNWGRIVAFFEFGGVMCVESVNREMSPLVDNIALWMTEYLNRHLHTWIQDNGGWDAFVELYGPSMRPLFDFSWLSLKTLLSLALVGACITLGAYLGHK
Mcl-1 Bim block: inhibitors of Bim-Mcl-1 interaction, human | Q07820 | Bead-based flow cytometry, Bim peptide-Mcl-1 binding | inhibition, % at 10 µM | hit rate 0.1% among 190,000;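 further: 0% = no compound tracer wells and 100% = peptide blocker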
RGS8-Gao reg: modulates binding of RGS8 to human Galphao | P09471 | multiplexed bead flow cytometry; actives lie on both sides | response (percent of control binding), % at 10 µM | hit rate 0.34% among 220,000 | AID 1423; in the data active means response below about 60% or above about 140%; inactive means in between;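 further: Galphao activated as the GDP aluminium fluoride complex binding bead-coupled RGS8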
Bcl-W Bim block: inhibitors of Bim-Bcl-W interaction, human; inhibition, % at 10 µM; bead-based flow cytometry, Bim peptide-Bcl-W binding; hit rate 0.02% among 190,000; Q92843;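 further: 0% = bound tracer without compound and 100% = peptide blocker; higher means less fluorescent Bim peptide bound to Bcl-W beads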
Target sequence (Q92843 whole entry, looked up): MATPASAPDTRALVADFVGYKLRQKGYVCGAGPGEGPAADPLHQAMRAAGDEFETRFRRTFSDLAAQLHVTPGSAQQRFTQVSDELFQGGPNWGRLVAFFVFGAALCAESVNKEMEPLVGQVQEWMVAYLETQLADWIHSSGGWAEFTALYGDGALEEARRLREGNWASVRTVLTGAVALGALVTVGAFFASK
An asterisk follows results filed as active; ? = inconclusive; . = not tested or not shown; [ ] = another dose, or the depositor's remark. Unless noted, no stated cut-off is given here; in the data, active means inhibition above about 40%.

SMILES	Bfl-1 Bim block	Mcl1 Noxa PPI	RGS7-Gao	RGS4-Gao reg	Bim-Bcl-B	Mcl1 Bid PPI	Bcl-XL Bim block	Bim-Bcl-2	Mcl-1 Bim block	RGS8-Gao reg	Bcl-W Bim block
CCn1c(CNC(=O)c2ccccc2F)nnc1SCc1nc2ccccc2c(=O)[nH]1	-4	-9	97	100	1	-14	0	-3	3	102	0
Cc1cc(C)c2c(c1)/C(=N/NC(=S)Nc1ccc(F)cc1)CCC2	-3	-14	100	93	-7	-45	1	-5	-2	106	1
O=C(N/N=C/c1ccc(C(F)(F)F)cc1)c1ccc(O)cc1	-4	0	?	94	-1	-45	0	-4	1	98	0
COc1ccc(-c2cc(C(F)(F)F)nc(SCCC(=O)NCc3ccccc3)n2)cc1	-12	0	102	99	-6	5	-5	-10	-4	100	1
CC(=O)N/C(=C\c1ccc2c(c1)OCO2)C(=O)NC(C(=O)O)c1ccccc1 (centres undefined)	.	-6	?	97	.	-9	.	.	.	98	.
CCc1ccc(C(=O)N2CCCC2)s1	-11	-11	102	103	-9	-24	-7	-11	-3	102	2
N#CC1=C(N)OC2=C(C(=O)CCC2)C1c1cccs1 (centres undefined)	-6	-7	98	100	0	-26	0	-1	0	103	0
CC(C)(C)NC(=O)c1ccc2c(c1)CCO2	.	11	?	103	.	-20	.	.	.	99	.
COc1cccc(CC2(CO)CCN(Cc3cccn3-c3cccnc3)CC2)c1	-13	7	100	100	-2	-12	0	-3	13	100	0
COCCNc1ncnc2c1[nH]c1ccccc12	.	-4	?	119	.	-13	.	.	.	103	.
CCc1cc(=O)oc2cc(C)cc(O)c12	-5	8	97	97	-8	-23	-3	-8	-1	97	0
CN(C(=O)c1ccc(OC2CCN(S(=O)(=O)N(C)C)CC2)cc1)C1CCCCC1	-2	0	100	103	-3	-19	-2	-2	0	101	-3
CCN(Cc1ccccc1)S(=O)(=O)c1ccc(S(=O)(=O)N2CCN(C)CC2)cc1	-21	12	103	106	-8	-16	-7	-8	-7	106	-4
N#CC(c1nc2ccccc2nc1N1CCCC1)S(=O)(=O)c1ccccc1 (centres undefined)	2	19	99	100	-8	-25	-2	-5	-3	98	-1
Cc1cc(S(=O)(=O)NCC(C)C)ccc1OCC(=O)NCC1CCCO1 (centres undefined)	-6	5	94	103	-5	-23	-7	-6	-5	101	-4
COc1ccc(NC(=O)C(=O)N/N=C(\C)CC(=O)Nc2ccccn2)c(OC)c1	.	-28	?	99	.	-69	.	.	.	102	.
O=C(C1=C[C@H](c2ccccc2)C[C@H](OCCCCO)O1)N1CCOCC1	-4	4	98	101	-2	-4	0	-3	-3	100	-1
C=CCOc1ccccc1CNc1ccccc1C	0	18	101	102	-7	6	-7	-2	-2	101	-5
O=C(Nn1cnnc1)c1cc(-c2ccccn2)nc2ccccc12	-12	16	98	101	-3	-8	-3	-11	0	99	1
CCCCCn1c(CNC(=O)CC)nc2ccccc21	-13	10	107	102	-8	-5	-2	-9	-1	101	0

2 compounds from above, showing only RGS7-Gao:
| SMILES | RGS7-Gao |
| --- | --- |
| CCCCCn1c(CNC(=O)CC)nc2ccccc21 | 107 |
| N#CC1=C(N)OC2=C(C(=O)CCC2)C1c1cccs1 (centres undefined) | 98 |

Carrying on:
SMILES	Bfl-1 Bim block	Mcl1 Noxa PPI	RGS7-Gao	RGS4-Gao reg	Bim-Bcl-B	Mcl1 Bid PPI	Bcl-XL Bim block	Bim-Bcl-2	Mcl-1 Bim block	RGS8-Gao reg	Bcl-W Bim block
CC(=O)c1cccc(NC(=O)N2CCCC2C(=O)NC2CCCCC2)c1 (centres undefined)	1	-32	100	102	1	-31	0	-1	0	95	0
Cc1nnc(N/N=C/c2c(O)n(-c3cccc(C(F)(F)F)c3)c(=O)c3ccccc23)[nH]c1=O	.	20	?	107	.	-94	.	.	.	99	.
COCCCNC(=O)C1CC(=O)OC1c1ccc(OC)c(OC)c1 (centres undefined)	2	12	94	89	0	-8	0	1	-1	90	0
C1COCCNCCOCCOCCN1	-2	-7	101	108	-1	-2	0	-3	-2	101	-2
CC(=O)Nc1ccc(NC(=O)C2CC(=O)N(c3cccc(Cl)c3)C2)cc1 (centres undefined)	-4	-4	?	103	-3	-29	-3	-8	-3	99	-3
COCCOC(=O)C1=C(C)NC2=C(C(=O)CC(C)(C)C2)C1c1ccc2c(c1)OCO2 (centres undefined)	-7	19	113	113	-6	-22	-9	-3	0	113	-1
Cc1ccnc(NS(=O)(=O)c2ccc(Cl)nc2)c1	.	6	?	96	.	11	.	.	.	99	.
Fc1ccc(-c2cnn3c(-c4cccs4)ccnc23)cc1	-2	-10	93	93	0	6	1	1	4	100	3
S=C(c1ccc(-c2cc(Cl)ccc2Cl)o1)N1CCCCC1	3	8	106	102	-10	-60	-3	2	-5	103	-3
CC1(CC(=O)N/N=C/c2ccc(OCc3ccc(Cl)cc3Cl)cc2)OCCCO1	0	-2	100	104	-2	-3	-1	0	-4	102	0
CCN1CCN(C(=O)c2ccc(-c3nc4ccccc4s3)s2)CC1	-1	11	100	101	-3	-13	0	0	0	102	0
O=C(Nc1ccc(Cl)cc1C(=O)Nc1ccncc1)c1ccco1	-12	6	104	107	-5	-8	-5	-11	0	107	-2
CCOC(=O)C1=C(CC)OC(N)=C(C#N)C1c1cccs1 (centres undefined)	-10	-2	104	102	-6	-40	-6	-4	1	101	7
O=C(COc1ccccc1)N/N=C/c1ccc2c(c1)OCO2	-7	9	100	99	-1	-13	-1	0	-1	102	0
O=C(Nc1ccccc1Cl)N1CCN(c2ccccn2)CC1	-22	21	100	95	-10	-6	-10	-12	-7	95	-7
CCC(Sc1nc2cc(OC)c(OC)cc2c(=O)n1Cc1ccc(OC)cc1)C(=O)NCCOC (centres undefined)	-10	6	99	95	-4	0	-1	-7	1	99	1
CCCOc1ccc(N2C(=O)CC(N(Cc3ccc(S(N)(=O)=O)cc3)C(=O)CC)C2=O)cc1 (centres undefined)	-2	19	100	99	-7	5	-19	-6	-4	99	-5
c1ccc(Oc2ccc(-c3ccnc4ncnn34)cc2)cc1	-3	-2	99	105	3	-30	0	-1	0	103	2
COc1ccc2cc3c(N)nn(C(=O)c4ccccc4[N+](=O)[O-])c3nc2c1	-14	27	106	103	-11	-5	-4	-7	0	102	-1
Cc1c(NC(=O)c2ccc(Br)o2)c(=O)n(-c2ccccc2)n1C	-13	-2	87	94	-10	-21	-5	-15	-5	97	-1
N/C(=N\OC(=O)COc1ccc(Br)cc1)c1ccncc1	0	11	105	105	-2	-18	-2	-3	-9	104	-1
CC(C)(C)NC(=O)C(c1ccccc1)N(C(=O)c1csnn1)C1CC1 (centres undefined)	0	3	104	102	-2	-3	-3	-1	-3	103	-3
Cc1ccnc(NC(c2ccsc2)c2ccc3ccc(C)nc3c2O)c1 (centres undefined)	3	40	109	104	-2	36	1	2	2	103	1
O=C1c2ccccc2C(=O)N1CCCCN(C(=O)c1ccco1)c1ccc(Cl)cc1	-1	21	97	100	-8	-4	-5	-4	-3	101	-3
OCCC1CN(Cc2ccc3nsnc3c2)CCN1C1CCCC1 (centres undefined)	-8	7	108	113	-8	-6	-3	-1	-3	110	-1
Cc1sc2c(=O)n3c(nc2c1C(=O)NCCCN1CCOCC1)CCCCC3	-1	14	108	107	0	-15	-5	0	-4	118	-1
Cc1ccc(S(=O)(=O)NC(C(=O)Oc2ccc3ccc(=O)oc3c2)c2ccccc2)cc1 (centres undefined)	0	7	95	95	-4	-15	-5	-1	-6	93	-3
C=CCC1CCCCC12NC(=O)NC2=O (centres undefined)	-2	-3	90	79	-2	11	-3	-4	-1	92	-2
Cc1ccc(C(=O)c2cc([N+](=O)[O-])ccc2N2CCOCC2)c(C)c1	-1	11	96	99	-5	26	-3	-1	0	97	0
CCOC(=O)c1ccc2c(c1)nc(C1CCN(S(=O)(=O)c3cccs3)CC1)n2CC	-12	17	102	102	-9	-14	-4	-7	-6	101	-2
COc1ccc(CN2CCN(C(=O)c3cccc(OC)c3OC)CC2)cc1OC	2	40	100	101	-1	29	-2	-5	-4	100	4
CCOc1ccc(C(=S)N2CCCC2)cc1	0	23	104	104	0	-63	2	0	-5	106	-1
O=C(Nc1ccc(N2CCCCC2)cc1)c1ccccc1	-10	36	100	100	-8	-23	-22	-9	0	99	0
S=C(Nc1ccccc1)N1CCCCCCC1	-6	1	102	100	-5	-48	0	-5	0	101	0
S=C(NCCc1ccc(Cl)cc1)NCc1ccco1	-4	11	91	99	-6	-46	-6	-3	2	101	-4
COc1ccc(CCNC(=O)c2ccccc2N(C)S(=O)(=O)c2ccccc2)cc1	-2	11	103	103	-4	-10	-4	-2	-1	102	0
Cn1nc(C(=O)Nc2ccc(S(=O)(=O)N3CCCCC3)cc2)c2ccccc2c1=O	-2	10	93	95	-5	-15	-3	-1	-2	98	-6
COc1ccc(OC)c(-c2csc(N(CC3CCCO3)C(=O)C3CCCCC3)n2)c1 (centres undefined)	-1	13	103	103	-1	-34	1	0	3	104	1
CCOC(=O)C(CC(=O)O)N1CCCCC1 (centres undefined)	-4	7	101	102	-1	-6	0	-2	-3	102	0
Cc1ccccc1NC(=S)N(Cc1ccccc1)Cc1cccs1	-1	-2	?	97	-4	-15	-1	0	-1	98	1
O=C(NNC(=S)Nc1ccc(Br)cc1Cl)c1ccncc1	-9	-52	164*[activator]	112	-19	-107	-18	-7	-6	102	-8
Cc1ccc(NC(=O)c2cccnc2)cc1S(=O)(=O)N(C)C	-5	-4	?	104	-3	-22	-1	0	0	104	-2
CCCCNC(=O)NNC(=O)COc1cccc(C)c1C	-1	5	106	105	-3	-8	-2	-2	-3	110	-2
CCOC(=O)CCNC(=O)N1CCCC(C(=O)c2ccc3c(c2)OCO3)C1 (centres undefined)	-7	5	98	98	-2	-28	-4	-8	-2	102	-5
C/C(=C(\C#N)C(=O)NCc1ccccc1)N(C)C	-14	-9	99	101	-3	-52	-10	-8	0	101	1
COc1cc(/C=N/NC(=O)Cn2cnc3c2c(=O)n(C)c(=O)n3C)cc(OC)c1OC	.	-9	?	98	.	-15	.	.	.	100	.
CSCCC(NS(=O)(=O)c1ccc2c(c1)oc(=O)n2C)C(=O)NCc1ccccc1 (centres undefined)	.	14	?	107	.	-42	.	.	.	103	.
COC(=O)c1cc(OC)c(OC)cc1NC(=S)N1CCN(Cc2ccccc2)CC1	-1	.	101	101	-7	-39	-8	-10	-2	101	-3
Cn1c(=O)c(C(=O)COC(=O)c2cc(C3CC3)nc3ccccc23)c(N)n(Cc2ccccc2)c1=O	-2	3	104	101	-5	-8	-4	-2	-1	104	-1

Full records from above.
Shown for `COC(=O)c1cc(OC)c(OC)cc1NC(=S)N1CCN(Cc2ccccc2)CC1` → Bfl-1 Bim block = -1; Mcl1 Noxa PPI = .; RGS7-Gao = 101; RGS4-Gao reg = 101; Bim-Bcl-B = -7; Mcl1 Bid PPI = -39; Bcl-XL Bim block = -8; Bim-Bcl-2 = -10; Mcl-1 Bim block = -2; RGS8-Gao reg = 101; Bcl-W Bim block = -3
Shown for `Cc1ccc(NC(=O)c2cccnc2)cc1S(=O)(=O)N(C)C` → Bfl-1 Bim block = -5; Mcl1 Noxa PPI = -4; RGS7-Gao = ?; RGS4-Gao reg = 104; Bim-Bcl-B = -3; Mcl1 Bid PPI = -22; Bcl-XL Bim block = -1; Bim-Bcl-2 = 0; Mcl-1 Bim block = 0; RGS8-Gao reg = 104; Bcl-W Bim block = -2

Compound activity: PubChem BioAssay, several laboratories
